Akt phos inh – Akt phosphorylation inhibition; Neuro2A IGF-stimulated pAkt S473 HTRF, 20 min; active compounds read low; activity change, % for hits at 50 µM; 360,000 tested, 0.32% active; AID 651550; in the data active = activity change below about -80%; inconclusive = mostly about -51% to -80%; also: % is scaled to controls: 0 for no effect and ±100 for the full control effect
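Neuro2A cells (4,500/well, DMEM with 0.5% FBS) were treated with compound at a single 50 µM final concentration, stimulated with 6 nM IGF for 20 min at 37 °C, and lysed. Phospho-Akt Ser473 was read by HTRF as 665/615 ratio ×10^4.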
Abeta rescue – restores growth of yeast expressing A-beta42 peptide; yeast expressing A-beta42, growth rescue, OD600, 48 h; response scale: 0% DMSO, 100% iron-clioquinol control; Potency, µM (titrated, usually from 46.1 µM), without a hit: at the top dose growth rescue, hits mostly activators; 410,000 tested, 0.063% active; active = well fitted activation curve with a large enough effect; inconclusive = small, poorly fitted or top-dose-only effect; inactive = no such curve, though single readings can be large or run the other way; also: potency is read from the fitted curve at half-maximal effect; nearly all actives have a fitted effect of over 55% in size
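Yeast growth medium received pinned compounds, then yeast cells expressing toxic A-beta were added; plates incubated at 30 C for 48 hr. Growth read as absorbance at 600 nm, normalized to DMSO and equimolar FeCl3 plus clioquinol controls.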
Numbers without * were called inactive; i = inactive; ? = inconclusive. An excerpt; rates above refer to the full screens.

#1 COC(=O)[C@@]12C[C@@H](CC(=O)NCc3ccccc3)C(=O)N(Cc3ccccc3)C1=CCC(C)(C)C2
#2 CCOC(=O)C1=CC[C@@H](c2cccc(Br)c2)N(S(=O)(=O)c2ccc(F)cc2)[C@H]1c1cccc(Cl)c1
#3 COC(=O)C[C@H]1CC[C@@H]2[C@H](COC[C@H](O)CN2S(=O)(=O)c2ccccc2OC)O1
#4 CCCNC(=O)C[C@@H]1CC[C@H]2NC[C@H](O)COC[C@@H]2O1
#5 N#Cc1cccc(C(=O)C(=O)N2CCC(c3ccccc3)CC2)c1
#6 COc1ccc(NC(=O)C(C2CC2)n2c(=O)c(-c3ccccc3)nc3ccccc32)cc1 (stereo unspecified)
entry no.	1	2	3	4	5	6
Abeta rescue	4%	6%	-1%	-7%	-8%	-2%
Akt phos inh	i	i	i	i	i	i

2 entries from above in another layout.
No. | smiles | Abeta rescue | Akt phos inh
2 | CCOC(=O)C1=CC[C@@H](c2cccc(Br)c2)N(S(=O)(=O)c2ccc(F)cc2)[C@H]1c1cccc(Cl)c1 | 6% | i
3 | COC(=O)C[C@H]1CC[C@@H]2[C@H](COC[C@H](O)CN2S(=O)(=O)c2ccccc2OC)O1 | -1% | i

Remaining list, next part
#7 CCCCCCCCN1C(=O)[C@H](CC(=O)N2CCCC2)C[C@@]2(C(=O)OC)CC(C)(C)CC=C12
#8 O=C(NCc1cccc(C(F)(F)F)c1)C1C(=O)Nc2ccccc2C(=O)N1C1CCCC1 (stereo unspecified)
#9 CCc1c(-c2ccc(OC)cc2)ncn1Cc1cccc(-c2ccccc2)c1
#10 Cc1cccc(N2CCN(C(C(=O)NCc3ccccc3)c3ccc(C(F)(F)F)cc3)CC2)c1C (stereo unspecified)
#11 COC(=O)[C@]12CCCCC=C1N(CCc1ccc(OC)c(OC)c1)C(=O)[C@H](CC(=O)NCCc1ccccc1OC)C2
#12 CCOC1=C2[C@@H](CN(S(=O)(=O)c3ccccc3C)[C@H]2c2ccc(Cl)cc2)[C@H]2C(=O)N(C3CCCCC3)C(=O)[C@H]2C1
entry no.	7	8	9	10	11	12
Abeta rescue	4%	-3%	2%	5%	1%	21%
Akt phos inh	i	i	i	i	i	i

#13 Cc1ccccc1NC(=O)C1C(=O)Nc2ccccc2C(=O)N1Cc1ccccc1 (stereo unspecified)
#14 COc1ccc(NC(=O)C(c2cccc3ccccc23)n2c(=O)c(-c3ccco3)nc3ccccc32)cc1 (stereo unspecified)
#15 CCOC(=O)N1CCN(C(=O)C[C@@H]2C[C@@]3(C(=O)OC)CC(C)(C)CC=C3N(Cc3ccc4c(c3)OCO4)C2=O)CC1
#16 COC(=O)C1(C(=O)OC)c2cc3c(cc2CN(S(=O)(=O)c2ccc(C)cc2)C1CC(C)=O)OCO3 (stereo unspecified)
#17 CC(C)(C)NC(=O)C(c1ccccc1F)n1c(=O)c(-c2ccccc2)nc2ccccc21 (stereo unspecified)
#18 Cc1cccc(C)c1NC(=O)C(c1cc2ccccc2o1)N1CCC(c2ccccc2)CC1 (stereo unspecified)
entry no.	13	14	15	16	17	18
Abeta rescue	-5%	-1%	-9%	-14%	0%	?
Akt phos inh	i	i	i	i	i	i

#19 CCCCCCCCN1C(=O)[C@H](CC(=O)NCC2CCCCC2)C[C@@]2(C(=O)OCC)CCC=C12
#20 Cc1ccc(C)c(N2CCN(C3C(=O)Nc4ccccc4-n4nnnc43)CC2)c1 (stereo unspecified)
#21 Oc1cccc(CN2CCN(c3ncc(Cc4ccccc4)cn3)CC2)c1
#22 COc1ccc(CN2C(=O)CN(S(C)(=O)=O)CC2(C)C(=O)NC(C)C)cc1 (stereo unspecified)
#23 Cc1ccc(S(=O)(=O)Nc2ccc(F)c(F)c2O)cc1
#24 COc1ccc(C(C(=O)NC2CCCCC2)n2c(=O)c(-c3cc4ccccc4[nH]3)nc3ccccc32)cc1 (stereo unspecified)
entry no.	19	20	21	22	23	24
Abeta rescue	4%	4%	-2%	-5%	-7%	16%
Akt phos inh	i	i	i	i	i	i

#25 COC(=O)C[C@@H]1C=C[C@@H](NS(=O)(=O)c2ccccc2OC)[C@@H](CO)O1
#26 COC(=O)C[C@@H]1C=C[C@H](NC(=O)Nc2cc(F)ccc2F)[C@@H](CO)O1
#27 COc1ccc(C2=Nc3ccccc3N(C(=O)c3ccc(C(F)(F)F)cc3)C2C(=O)NCc2ccccc2)cc1 (stereo unspecified)
#28 O=C(NC1CCCC1)C(C1CC1)n1c(-c2ccnc3ccccc23)nc2ccccc21 (stereo unspecified)
#29 COC(=O)[C@@]12C[C@@H](CC(=O)NCc3cccc4ccccc34)C(=O)N(Cc3ccco3)C1=CCC(C)(C)C2
#30 CCOC(=O)CC1(C)Sc2ccccc2N1S(=O)(=O)c1ccc(C)cc1 (stereo unspecified)
entry no.	25	26	27	28	29	30
Abeta rescue	6%	-14%	-3%	-2%	6%	4%
Akt phos inh	i	i	i	i	i	i

#31 Nc1sccc1C(=O)NCc1ccccc1
#32 CCOc1cc(-c2ccccc2)nc2c1CN(S(=O)(=O)c1ccc(C)cc1)C(c1cccc(Cl)c1)C2 (stereo unspecified)
#33 CC(C(=O)NC1CCCC1)n1c(-c2ccccn2)nc2ccccc21 (stereo unspecified)
#34 CC(C)NC(=O)C1C(c2ccc(C(F)(F)F)cc2)=Nc2ccccc2N1C(=O)c1ccccc1 (stereo unspecified)
#35 COC(=O)[C@]12CCCCC=C1N(Cc1ccc3c(c1)OCO3)C(=O)[C@H](CC(=O)NCc1ccccc1)C2
#36 COC(=O)C1=CN(c2ccc(Oc3ccccc3)cc2)C(N)=C(C#N)C1c1ccc(-c2ccccc2)cc1 (stereo unspecified)
entry no.	31	32	33	34	35	36
Abeta rescue	-10%	8%	-13%	-25%	7%	0%
Akt phos inh	i	i	i	i	i	i

#37 COc1ccc(CCc2nc3ccccc3n2C(CCc2ccccc2)c2nc3ccccc3[nH]2)cc1 (stereo unspecified)
#38 COCCNC(=O)c1cc(-c2ccccc2)sc1N
#39 CO[C@@H]1CN(C)C(=O)c2ccc(NC(=O)C3CCC3)cc2OC[C@H](C)N(CC2CCCCC2)C[C@H]1C
#40 COc1ccccc1S(=O)(=O)N[C@@H]1CC[C@@H](CCn2cc(C3CC3)nn2)O[C@@H]1CO
#41 Cc1cccc(C)c1NC(=O)C1C(c2ccc3c(c2)OCO3)=Nc2ccccc2N1C(=O)c1cccc2ccccc12 (stereo unspecified)
#42 CCOC(=O)[C@]12CCCC=C1N(CCC1=CCCCC1)C(=O)[C@H](CC(=O)N1CCCCC1)C2
entry no.	37	38	39	40	41	42
Abeta rescue	-6%	-9%	2%	-4%	-14%	-1%
Akt phos inh	i	i	i	i	i	i

#43 Nc1sc(-c2ccccc2)cc1C(=O)NCCN1CCOCC1
#44 COc1ccccc1-n1cc(CN2CCc3onc(-c4ccc(Br)cc4)c3C2=O)nn1
#45 Cc1ccc(S(=O)(=O)N2[C@@H](CCO)OC[C@H]2C(C)C)cc1
#46 Cc1ccc(S(=O)(=O)N2C(c3ccccc3)CC(=O)C3CN(S(=O)(=O)c4ccc(Cl)cc4)C(c4ccccc4)CC32)cc1 (stereo unspecified)
#47 CO[C@@H]1CN(C)C(=O)c2cc(NC(=O)NC3CCCCC3)ccc2OC[C@@H](C)N(CCc2ccccc2)C[C@@H]1C
#48 CCCN1C[C@@H](C)[C@@H](OC)CN(C)C(=O)c2ccc(NC(=O)c3cccc(F)c3)cc2OC[C@H]1C
entry no.	43	44	45	46	47	48
Abeta rescue	-5%	-5%	2%	5%	4%	-1%
Akt phos inh	i	i	i	i	i	i

#49 C#CCNC(=O)C[C@@H]1C[C@@]2(C(=O)OC)CC(C)(C)CC=C2N(Cc2ccco2)C1=O
#50 O=C(C(=O)N1CCN(c2ccccc2)CC1)c1ccccc1
#51 CC1(C(=O)NCc2ccccc2)CSCC(=O)N1Cc1cccs1 (stereo unspecified)
#52 Cc1ccc(S(=O)(=O)N2[C@H](CC(=O)Oc3ccccc3)OC[C@@H]2C(C)C)cc1
#53 COC(=O)[C@@]12C[C@@H](CC(=O)NCc3cccs3)C(=O)N(Cc3cccc4ccccc34)C1=CCC(C)(C)C2
#54 CCC(=O)Nc1ccc2c(c1)OC[C@@H](C)N(Cc1cccc(F)c1)C[C@@H](C)[C@@H](OC)CN(C)C2=O
entry no.	49	50	51	52	53	54
Abeta rescue	4%	12%	1%	-6%	10%	1%
Akt phos inh	i	i	i	i	i	i

#55 CC(C)CN1C(=O)CSCC1(C)C(=O)Nc1ccc2c(c1)OCCO2 (stereo unspecified)
#56 Cc1ccccc1CN1C(=O)CSCC1(C)C(=O)NC(C)C (stereo unspecified)
#57 O=C(Nc1ccc2c(c1)OCCO2)C(c1ccccc1)n1c(=O)c(-c2cc3ccccc3[nH]2)nc2ccccc21 (stereo unspecified)
#58 CC(C)NC(=O)C1(C)CN(S(C)(=O)=O)CC(=O)N1Cc1ccco1 (stereo unspecified)
#59 CC(C(=O)NC(C)(C)C)n1c(-c2ccc3c(c2)OCO3)nc2ccccc21 (stereo unspecified)
#60 COC(=O)[C@@]12C[C@@H](CC(=O)NCc3cccc4ccccc34)C(=O)N(Cc3ccccc3)C1=CCC(C)(C)C2
entry no.	55	56	57	58	59	60
Abeta rescue	-2%	-10%	27%	2%	1%	15%
Akt phos inh	i	i	i	i	i	i

Single records (already shown). Values in the order: Abeta rescue, Akt phos inh
`Cc1ccccc1CN1C(=O)CSCC1(C)C(=O)NC(C)C` (stereo unspecified) reads -10%, i
`CC(C)NC(=O)C1(C)CN(S(C)(=O)=O)CC(=O)N1Cc1ccco1` (stereo unspecified) reads 2%, i
`CC(C(=O)NC(C)(C)C)n1c(-c2ccc3c(c2)OCO3)nc2ccccc21` (stereo unspecified) reads 1%, i
`O=C(Nc1ccc2c(c1)OCCO2)C(c1ccccc1)n1c(=O)c(-c2cc3ccccc3[nH]2)nc2ccccc21` (stereo unspecified) reads 27%, i
`COC(=O)[C@@]12C[C@@H](CC(=O)NCc3cccc4ccccc34)C(=O)N(Cc3ccccc3)C1=CCC(C)(C)C2` reads 15%, i

Next results follow:
#61 O=C1Nc2ccccc2-n2nnnc2C1N1CCN(c2ccccn2)CC1 (stereo unspecified)
#62 CCCCCCCCN1CC(Cc2cc3ccccc3c3ccccc23)N(c2ccccc2)c2ccccc2C1=O (stereo unspecified)
#63 CCOC(=O)[C@]12CCCC=C1N(CCc1ccc(OC)c(OC)c1)C(=O)[C@H](CC(=O)NCCCN1CCCC1=O)C2
#64 COC(=O)[C@]12CCCCC=C1N(CCc1ccc(OC)c(OC)c1)C(=O)[C@H](CC(=O)N1CCOCC1)C2
#65 CSCCC(C(=O)NC1CCCC1)n1c(-c2ccncc2)nc2ccccc21 (stereo unspecified)
#66 CCCCCNC(=O)C(c1ccnc2ccccc12)n1c(=O)c(-c2ccccc2)nc2ccccc21 (stereo unspecified)
entry no.	61	62	63	64	65	66
Abeta rescue	1%	14%	-10%	-6%	-9%	-3%
Akt phos inh	i	i	i	i	i	i

#67 CCC(=O)N[C@H]1C=C[C@H](CC(=O)OC)O[C@@H]1CO
#68 Cc1cccc(C)c1NC(=O)C1(C)CSCC(=O)N1CC(F)(F)F (stereo unspecified)
#69 CC(=O)N1CCC(C(=O)N2c3ccccc3N=C(c3ccc4c(c3)OCO4)C2C(=O)Nc2c(C)cccc2C)CC1 (stereo unspecified)
#70 O=C(NCc1ccccc1)C(c1ccccc1F)n1c(=O)c(-c2cc3ccccc3[nH]2)nc2ccccc21 (stereo unspecified)
#71 Nc1sc2c(c1C(=O)NCCc1ccccc1)CCCC2
#72 O=C(NCC[C@@H]1CC[C@@H](NS(=O)(=O)c2ccccc2)[C@@H](CO)O1)c1cc(Cl)cc(Cl)c1
entry no.	67	68	69	70	71	72
Abeta rescue	-10%	-18%	24%	26%	11%	-5%
Akt phos inh	i	i	i	i	i	i

#73 CC1(C(=O)Nc2ccc3c(c2)OCCO3)CN(S(C)(=O)=O)CC(=O)N1CCc1ccccc1 (stereo unspecified)
#74 COC(=O)[C@@]12C[C@@H](CC(=O)N3CCSCC3)C(=O)N(CCc3ccc(OC)c(OC)c3)C1=CCC(C)(C)C2
#75 COc1ccc(C2=Nc3ccccc3N(C(=O)Cc3cc(OC)cc(OC)c3)C2C(=O)NC(C)C)cc1 (stereo unspecified)
#76 O=C1c2c(-c3ccc(Br)cc3)noc2CCN1Cc1cn(-c2ccc(Cl)cc2)nn1
#77 CCOC(=O)[C@]12CCCC=C1N(Cc1ccccc1)C(=O)[C@H](CC(=O)NCc1ccc(OC)c(OC)c1)C2
#78 Cc1ccc(S(=O)(=O)N2[C@@H](CO)CO[C@H]2CC(=O)c2cccs2)cc1
#79 CCOC(=O)[C@]12CCCC=C1N(Cc1ccccc1)C(=O)[C@H](CC(=O)N1CCCCCC1)C2
entry no.	73	74	75	76	77	78	79
Abeta rescue	-18%	0%	-8%	-11%	1%	-13%	14%
Akt phos inh	i	i	i	i	i	i	i
